Assay outcomes (PubChem BioAssay)
TR SRC2 fluor cs = alters Texas Red total fluorescence, flagging assay interference. TRb/SRC2 Texas Red total fluorescence interference. Potency, µM (doses to about 106 µM), without a hit: at the highest dose fluorescence change, negative = quenching. 280,000 compounds, 0.29% hits; active = well fitted curve in either direction with a large enough effect; inconclusive = small, poorly fitted or top-dose-only effect
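Human TRβ ligand-binding domain (0.6 uM) and Texas Red SRC2 peptide (20 nM) in Tris buffer with 1 uM T3 and 5% DMSO were incubated with pinned compound for 5 hr at ambient temperature. Total fluorescence was computed as S + 2P (555/632 nm).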
ALDH1A1 block = ALDH1A1 (human) enzyme inhibition. Potency, µM (doses to about 75.3 µM), for inactives: top-dose activity, negative = inhibition, hits mostly inhibitors. Purified ALDH1A1, NADH fluorescence, propionaldehyde substrate. P00352. 220,000 compounds, 7.3% hits. AID 1030; active = well fitted inhibition curve with a large enough effect, not every such curve was filed as active; inconclusive = small, poorly fitted or top-dose-only effect, or another doubt; inactive = no such curve, though single readings can be large or run the other way;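 also: plate controls were no enzyme wells and a reference inhibitor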
Target sequence (P00352 whole entry, looked up): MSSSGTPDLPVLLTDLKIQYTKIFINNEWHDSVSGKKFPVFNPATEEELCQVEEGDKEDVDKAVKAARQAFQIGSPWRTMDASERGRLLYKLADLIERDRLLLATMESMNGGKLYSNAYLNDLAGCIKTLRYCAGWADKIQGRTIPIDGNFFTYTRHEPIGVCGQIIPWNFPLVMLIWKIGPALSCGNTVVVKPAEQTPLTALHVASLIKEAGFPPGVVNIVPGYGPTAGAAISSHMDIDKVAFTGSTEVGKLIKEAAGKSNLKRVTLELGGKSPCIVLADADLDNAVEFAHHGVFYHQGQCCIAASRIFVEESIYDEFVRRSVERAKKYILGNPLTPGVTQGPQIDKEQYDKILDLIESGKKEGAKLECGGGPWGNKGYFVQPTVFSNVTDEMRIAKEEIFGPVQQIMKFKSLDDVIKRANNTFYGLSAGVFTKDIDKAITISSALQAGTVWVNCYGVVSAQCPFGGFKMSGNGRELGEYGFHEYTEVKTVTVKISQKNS
L3MBTL1 block = blocks human L3MBTL1. Q9Y468. AlphaScreen L3MBTL1–H3K9me1 peptide binding. Potency, µM (highest dose often 57.1 µM), for inactives: top-dose activity, negative = inhibition, most hits filed as inhibitors. 230,000 compounds, 0.66% hits; also: nearly all actives have a fitted effect of over 60% in size
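L3MBTL1 (50 nM) pre-complexed 30 min with biotinylated H3(1-15)K9me1 peptide (75 nM), then compounds added for 30 min at room temperature; AlphaScreen streptavidin donor/nickel chelate acceptor beads (10 ug/mL final) read after 30 min dark incubation.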
Tau FP inhib = tau fibrillization inhibition (FP); K18 P301L tau heparin fibrillization, Alexa594 FP, 6 h; 280,000 compounds, 0.39% hits; Potency, µM (highest dose often 57.7 µM), inactives show at the highest dose activity, negative = inhibition, most hits filed as inhibitors; AID 1468; also: nearly all actives have a fitted effect of over 55% in size
Target sequence (P10636 561-689 P618L limits assumed): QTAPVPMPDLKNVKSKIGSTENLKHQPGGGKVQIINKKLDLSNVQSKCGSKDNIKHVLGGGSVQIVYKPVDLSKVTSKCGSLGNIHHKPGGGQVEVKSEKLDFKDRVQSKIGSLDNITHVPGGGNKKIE
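Quantitative HTS format: compounds meet 15 uM recombinant K18 P301L tau and Alexa 594-tau tracer in 100 mM sodium acetate pH 7; 20 uM heparin triggers fibrillization at 37 C over 6 hr; FP gives the signal.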
Tau fluor cs = counter-screen for tau fibril formation inhibitors | tau K18 P301L Alexa594 fluorescence, heparin fibrillization | Potency, µM (top dose mostly 57.7 µM), inactives show top-dose activity change, negative = decrease | 280,000 compounds, 0.93% hits | AID 1463; also: nearly all actives have a fitted effect of over 55% in size
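Human tau K18 P301L (15 uM unlabeled, 0.24 uM Alexa 594-labeled) in 100 mM sodium acetate pH 7 with 20 uM heparin, 6 hr at 37 C. ThT 30 uM added, 1 hr ambient; Alexa 594 FP and total fluorescence read at 555/632 nm.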
GLA spleen mod = alpha-galactosidase A (human) modulation | 240,000 compounds, 0.008% hits | Potency, µM (titrated, usually from 80 µM), inactives show top-dose activity change, negative = inhibition, most hits filed as inhibitors | human spleen homogenate, 4MU-alpha-Gal fluorescence, 40 min | AID 2107;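 also: 0% = enzyme with vehicle and -100% = no enzyme basal signal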
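Human spleen homogenate (1 ug) was the enzyme source, with 4-methylumbelliferyl-alpha-D-galactopyranoside (1 mM final) in pH 5.0 citrate buffer with 0.01% Tween-20. Compounds were titrated; after 40 min at 37C, NaOH/glycine stop, 4-MU fluorescence read; AC50 from Hill fits.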
Tau fibril ThT = blocks human tau fibril formation measured by thioflavin T; 270,000 compounds, 2.1% hits; recombinant tau K18 P301L (four-repeat tau fragment), heparin-induced fibrillization, ThT fluorescence; Potency, µM (highest dose often 57.4 µM), for inactives: at the highest dose activity, negative = inhibition, usual class: inhibitors; P10636; also: nearly all actives have a fitted effect of over 55% in size
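Heparin-induced (20 uM) aggregation of recombinant human K18 P301L tau, 15 uM unlabeled with 0.24 uM labeled, pH 7 acetate buffer, 6 hr at 37 C with compound. Fibrils quantified by 30 uM ThT fluorescence after 1 hr ambient incubation.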
TRb SRC2 PPI = inhibitors of human thyroid hormone receptor beta-SRC2 interaction | TRbeta-SRC2 peptide binding, fluorescence polarization; receptor liganded with 1 µM T3 | Potency, µM (top dose mostly 106 µM), for inactives: top-dose activity change, negative = inhibition, hits mostly inhibitors | 280,000 compounds, 0.065% hits | AID 1469;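 also: plate controls were bound peptide for no effect and peptide without receptor for full effect; nearly all actives have a fitted effect of over 50% in size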
Target sequence (P10828 whole entry, looked up): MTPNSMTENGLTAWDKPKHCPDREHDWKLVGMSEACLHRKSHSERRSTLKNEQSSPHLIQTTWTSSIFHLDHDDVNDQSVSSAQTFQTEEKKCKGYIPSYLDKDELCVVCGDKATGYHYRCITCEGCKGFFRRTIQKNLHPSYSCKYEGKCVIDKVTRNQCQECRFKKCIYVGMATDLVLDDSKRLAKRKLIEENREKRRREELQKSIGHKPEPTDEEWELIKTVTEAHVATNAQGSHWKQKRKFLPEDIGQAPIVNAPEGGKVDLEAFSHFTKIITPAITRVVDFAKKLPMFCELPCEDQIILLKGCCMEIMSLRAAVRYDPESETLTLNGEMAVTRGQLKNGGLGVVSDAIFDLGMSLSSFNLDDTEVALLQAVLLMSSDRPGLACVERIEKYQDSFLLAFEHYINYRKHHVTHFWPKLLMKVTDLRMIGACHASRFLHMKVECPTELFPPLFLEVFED
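Quantitative HTS by FP: 0.6 uM TRb LBD, 20 nM labeled SRC2 20-mer, 1 uM T3, 5% DMSO; 5 hr ambient incubation; % activity per concentration and potencies from concentration series.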
* = called active by the depositor; ? = inconclusive; nt = not tested or not shown; & = joins results of further samples; [ ] = remark or other dose. Unless noted, calls follow the shape of the dose curve; as a rule, active = well fitted curve in the direction sought with a large enough effect; inconclusive = small, poorly fitted or top-dose-only effect, or another doubt; inactive = no such curve, though single readings can be large; an effect the other way counts as inactive or inconclusive. Unless noted, % is scaled to controls: 0 for no effect and ±100 for the full control effect; potency is read from the fitted curve at half-maximal effect.

smiles | GLA spleen mod | ALDH1A1 block | Tau fibril ThT | Tau FP inhib | TRb SRC2 PPI | TR SRC2 fluor cs | L3MBTL1 block | Tau fluor cs
CCn1c(CC(=O)Nc2ccc(C)c(Cl)c2)nnc1SCC(=O)Nc1nc(C)cs1 | 5.9% | 7.3% | -4.8% | ? | 8.1% | -0.6% | nt | -22.6%
O=C(Nc1ccc2snnc2c1)N1CCCCC1 | 11.5% | -5.8% | -9.0% | -10.0% | -5.0% | -4.6% | -1.0% | -14.7%
CCNC(=O)NC1(C(=O)Nc2ccc3c(c2)OCCO3)CCCCC1 | 4.5% | -7.3% | 12.8% | 0.6% | -5.0% | -5.6% | 48.7%[activator] | -1.0%
Cc1c(-c2ccc(Cl)cc2)c(=O)oc2c(CN3CCOCC3)c(O)ccc12 | nt | nt | -11.5% | 6.3% | -4.4% | -2.4% | nt | -13.1%
COC(=O)c1ccc(CSc2nc3c(cnn3-c3ccc(C)cc3)c(=O)[nH]2)o1 | 2.9% | -1.3% | 1.7% | -8.6% | -14.7% | -1.9% | 10.5% | -4.3%
CCN(CC)S(=O)(=O)c1ccc(N2CCOCC2)c(NC(=O)c2ccccc2)c1 | -0.2% | ? | 4.5% | -3.8% | 7.6% | -7.7% | 2.3% | 2.6%
Cc1cc(C(=O)Nc2cccc(C(F)(F)F)c2)c2c(C)nn(-c3cccc(F)c3)c2n1 | nt | nt | -2.3% | ? | 3.3% | -25.1% | nt | ?
O=C(Cc1sc(Nc2ccccc2)nc1-c1ccccc1)NCc1ccccc1 | -1.0% | 9.7% | 6.2% | 3.3% | 8.8% | 2.0% | -13.4% | 2.8%
CC1CCCCC1NC(=O)CN1C(=O)NC(C)(c2ccc(OC(F)F)cc2)C1=O (stereo not given) | -6.3% | 4.3% | -3.0% | 6.2% | 5.0% | -2.6% | 0.0% | 2.1%
CC(C)NC(=O)Cn1c(=O)nc(-c2ccccc2F)c2cc(Cl)ccc21 | nt | nt | -2.1% | -1.2% | -0.1% | -0.8% | nt | 3.7%
O=C(CCc1ccc(S(=O)(=O)NC2CCCCC2)cc1)NCc1ccccc1 | 3.7% | -1.6% | -9.1% | -1.8% | 2.8% | -0.3% | nt | -7.1%
S=C(NCc1cccnc1)Nc1cccc(Cl)c1 | -4.0% | -12.1% | 1.1% | -5.7% | -0.2% | 0.0% | -2.7% | -8.7%
COC(=O)c1sccc1NC(=O)C1C2C=CC(C2)C1C(=O)O (stereo not given) | 11.8% | 10.6% | -5.2% | -7.9% | -7.7% | 0.7% | 7.1% | -2.3%
C/C=C/c1ccc(OCC(=O)O)c(OC)c1 | 6.9% | -4.9% | -7.8% | -3.1% | -5.6% | -3.7% | -12.6% | -2.2%
Cc1ccccc1NC(=O)C(C#N)Cc1cccnc1 (stereo not given) | 19.5% | 11.8% | -9.8% | 0.5% | -2.4% | 1.5% | -3.5% | -8.3%
CC(=O)N1CCCc2cc(S(=O)(=O)N(C)CC(=O)Nc3cccc(C)c3C)ccc21 | nt | nt | 2.4% | 2.9% | 3.8% | -9.3% | nt | 3.1%
Cc1nc2scc(C)n2c(=O)c1S(=O)(=O)N1CCN(c2cccc(C(F)(F)F)c2)CC1 | nt | nt | ? | -1.7% | -1.5% | -2.3% | nt | -27.5%
CCOC(=O)C(NC(=O)CC)(Nc1ccccc1)C(F)(F)F (stereo not given) | -5.2% | 6.6% | ? | -5.6% | -6.5% | -6.7% | 6.0% | -8.6%
Cn1cc(/C=C2\SC(=S)N(NC(=O)c3ccccc3)C2=O)c2ccccc21 | -24.1% | 7.4% | ? | 25.1µM* | 17.8µM* | ? | -7.4% | 23.7%
COC(=O)CSc1ncccc1-c1nc2ccccc2[nH]1 | -1.3% | ? | 1.2% | -4.1% | -4.9% | 1.7% | 3.0% | -3.6%
Cc1occc1-c1nnc(SCC(=O)N2CCOCC2)n1Cc1ccco1 | 1.2% | -4.1% | 3.1% | 7.5% | -14.1% | 1.4% | 2.2% | 9.1%
Nc1nc(Nc2ccc(Cl)cc2Cl)nc(C(F)(F)F)n1 | 5.9% | 4.8% | 9.3% | -3.1% | 11.5% | 0.4% | 1.3% | -4.3%
COC(=O)c1oc(-c2ccc(Cl)cc2)nc1C | 2.7% | 25.1µM* | -8.5% | -2.4% | -1.2% | 0.2% | 9.7% | -2.6%
CCOC(=O)C1CCCN(C(=O)c2ccc3c(c2)N(Cc2ccccc2)C(=O)c2ccccc2S3=O)C1 (stereo not given) | -6.1% | 20µM* | ? | 5.0%&-6.1% | 0.7%&-11.7% | 1.2%&1.6% | nt | -9.7%&-18.1%
COc1ccc(-c2cc(C(F)F)n3ncc(C(=O)Nc4cc(OC)ccc4OC)c3n2)cc1 | nt | nt | -13.3% | 10.2% | 4.6% | -3.9% | nt | -9.4%
O=C(CCSCc1ccccc1Cl)N1CCN(c2ccc(F)cc2)CC1 | nt | nt | ? | 8.7% | -6.8% | -1.8% | nt | -14.1%
CCOc1c(Br)cc(C2CC(=O)Nc3cc4c(cc32)OCO4)cc1OC (stereo not given) | nt | nt | ? | 9.2% | -0.2% | 0.2% | nt | -29.3%
Cc1ncc([N+](=O)[O-])n1CCOC(=O)c1ccc(Br)cc1 | -1.1% | 4.5% | -2.1% | 4.9% | 2.4% | -4.1% | -8.4% | -1.1%
c1ccc(OCc2cc(-c3ccccc3)no2)cc1 | -5.5% | 4.4% | -9.2% | -2.3% | 4.1% | -2.8% | 82.4%[activator] | -9.2%
O=[N+]([O-])c1ccc(CSc2ncnc3c2ncn3C2OC(CO)C(O)C2O)cc1 (stereo not given) | 3.8% | -9.9% | -7.6% | 4.0% | 1.5% | -3.0% | nt | 3.1%
Oc1c(Br)cc(Br)cc1C=NCc1ccc(F)cc1 | 9.8% | ? | 20µM* | ? | 1.2% | -1.6% | nt | -7.4%
O=C(CSc1nc(C2CC2)nc2ccccc12)NCc1ccc2c(c1)OCO2 | -21.2% | 3.3% | -22.2% | -12.5% | 2.9% | 1.5% | 3.7% | -14.3%
Nc1nc(SCC(=O)Nc2ccc3c(c2)CCC3)n[nH]1 | -2.0% | 9.4% | -5.8% | 9.0% | -8.0% | 1.4% | 1.0% | -6.8%
COc1ccc2nc(C)cc(N3CC(C)OC(C)C3)c2c1 (stereo not given) | 3.8% | 2.0% | 3.5% | -9.6% | -16.7% | 1.6% | nt | -8.6%
CCOC(=O)Nc1ccc2c(CN3C(=O)NC(CC)(CC)C3=O)cc(=O)oc2c1 | -3.4% | ? | 6.1% | 4.2% | 7.0% | -0.2% | nt | -0.3%
CCOC(=O)C1CCN(c2nc3c(S(=O)(=O)c4ccc(CC)cc4)nnn3c3ccc(Cl)cc23)CC1 | nt | nt | -9.4% | -4.0% | -5.8% | 4.0% | nt | -22.5%
CC1Nc2ccccc2C(=O)N1NC(=O)c1ccc(Br)cc1 (stereo not given) | -3.6% | -1.4% | -5.4% | -4.1% | -13.5% | -1.4% | nt | -7.3%
CC(C)CC(=O)Nc1ccc2oc(-c3ccncc3)nc2c1 | 7.9% | ? | -10.8% | 4.1% | 2.2% | 2.2% | 4.0% | -5.4%
CC(C)CNC(=O)C1CCCN1S(=O)(=O)c1ccc(Cl)cc1 (stereo not given) | 5.1% | -1.9% | -0.4% | -0.6% | -28.1% | 0.9% | nt | -5.3%
Cc1cc(N)n(-c2ncnc3scc(-c4ccccc4)c23)n1 | -0.2% | 7.5% | -8.6% | -0.4% | -17.3% | -2.1% | nt | -9.2%
O=c1[nH]c(CSc2nc3ccccc3s2)nc2ccccc12 | 3.9% | nt | ? | -13.5% | 10.0% | -4.4% | nt | -25.6%
CC(=O)NCc1ccc2[nH]c(C)cc2c1 | -4.2% | ? | ? | ? | -19.6% | 3.6% | 0.5% | -8.9%
N/C(=N\OC(=O)CCCCCN1C(=O)c2ccccc2C1=O)c1ccccn1 | 0.5% | 1.8% | -2.8% | -4.3% | 2.5% | -2.2% | 4.6%[11.4 µM] | -0.6%
COc1ccc(Cn2c(=O)[nH]c3cc(C(=O)N4CCN(c5ccccc5)CC4)ccc3c2=O)cc1 | nt | nt | -7.4% | -14.7% | 5.8% | -2.0% | nt | -15.8%
COc1cc(C(=O)O)ccc1OCc1c(C)noc1C | 2.4% | -10.2% | 4.7% | 5.1% | 6.7% | -2.4% | nt | 1.5%
COc1ccc(N2Cc3cccc(C(=O)Nc4cccc(F)c4)c3C2=O)cc1 | nt | nt | 5.3% | -4.5% | -1.0% | -2.3% | nt | -2.7%
Cn1c(COc2ccccc2)nnc1SCc1nc2ccccc2[nH]1 | 5.0% | 6.5% | -3.4% | -0.4% | 1.5% | 5.9% | -2.2% | -9.7%
Cc1cc(S(=O)(=O)N2CCN(c3c(C)cccc3C)CC2)ccc1F | -0.4% | ? | ? | -0.2% | 3.6% | -3.3% | 7.1% | -8.1%
CC1(C)CN(c2ccsc2C(=O)O)C1=O | -11.5% | -2.3% | 5.8% | -6.0% | -6.6% | -6.4% | 43.4%[activator] | 5.1%
Cc1cc(-c2n[nH]c(=S)n2-c2ccc(C)c(C)c2)no1 | -26.0% | -1.7% | 8.1% | 1.6% | 6.4% | -1.3% | -18.1% | 5.2%
CCCCNc1n[n+](C)c(-c2cccc(C)c2)s1 | -4.3% | nt | -6.2% | 2.4% | -14.8% | 0.6% | nt | -8.9%
Cc1ccc(NC(=O)C(=O)NCC(c2cccnc2)N2CCOCC2)cc1 (stereo not given) | nt | nt | -11.6% | -2.5% | -2.8% | 1.6% | nt | -3.2%
c1ccc(-c2ccn3nnnc3n2)cc1 | -3.2% | 0.3% | -2.8% | 0.0% | -3.9% | -2.1% | -3.6% | -0.1%

Three compounds from above, reduced to L3MBTL1 block and Tau fibril ThT:
Compound,L3MBTL1 block,Tau fibril ThT
c1ccc(OCc2cc(-c3ccccc3)no2)cc1,82.4%[activator],-9.2%
CCOc1c(Br)cc(C2CC(=O)Nc3cc4c(cc32)OCO4)cc1OC (stereo not given),nt,?
CC(C)CNC(=O)C1CCCN1S(=O)(=O)c1ccc(Cl)cc1 (stereo not given),nt,-0.4%
